Screening data from PubChem.
Salmonella PhoP GFP: PhoP regulon inhibitors, Salmonella typhi PhoP promoter GFP reporter, confirmatory (AID 1850). inhibition, % at 50 µM, or IC50 in µM where a hit was titrated. Salmonella Typhi PhoP-promoter GFP reporter, fluorescence, 4 h; higher % means a stronger effect. hit rate 0.33% among 310,000; in the data active = a potency from the dose series; inconclusive = inhibition mostly from about 25% at the one dose, without a potency; inactive = the rest, 99 in 100 with inhibition below about 19%;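 note: 0% = induced wells with vehicle and 100% = uninduced wells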
H1N1 NS1A inhibition: H1N1 influenza NS1A inhibitors, functional cell based assay (AID 504329); NS1A functional cell-based assay, percent inhibition; higher % means a stronger effect; inhibition, % at 12.5 µM; hits with a dose series show IC50 in µM; hit rate 0.3% among 340,000; in the data active = a potency from the dose series; inconclusive = inhibition above about 27% without an active follow-up result; note: strong numbers were not always called active
inhibitors of VEEV: inhibitors of VEEV TC-83 cytopathic effect, confirmation, Vero cells (AID 588727); Vero cells, VEEV TC-83 cytopathic effect inhibition; higher % means a stronger effect; one-dose inhibition, % at 20 µM; IC50 in µM for titrated hits; hit rate 0.13% among 350,000; in the data active = a potency from the dose series; inconclusive = inhibition mostly from about 14% at the one dose, without a potency; inactive = the rest, 99 in 100 with inhibition below about 12%; note: strong numbers were not always called active
M. tuberculosis: growth inhibition of non-replicating M. tuberculosis (AID 488890) | hit rate 0.39% among 320,000 | inhibition, % at 25 µM; hits with a dose series show IC50 in µM | Mycobacterium tuberculosis non-replicating, growth inhibition; higher % means a stronger effect; in the data active = a potency from the dose series; inconclusive = inhibition mostly from about 82% at the one dose, without a potency; inactive = the rest, 99 in 100 with inhibition below about 76%;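 note: plate controls were DMSO cells for no effect and high antibiotic wells for full effect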
H37Rv inhibition: M. tuberculosis growth inhibition, HTS (AID 449762); one-dose inhibition, % at 25 µM; IC50 in µM for titrated hits; hit rate 0.59% among 330,000; M. tuberculosis H37Rv growth inhibition, 7H9 media; higher % means a stronger effect; in the data active = a potency from the dose series; inconclusive = inhibition above about 70% without an active follow-up result;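 note: bacterial growth assessed after seven days of incubation; strong numbers were not always called active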
An asterisk follows results filed as active; i = inactive; ? = inconclusive; · = no result given.

1) CCOC(=O)c1[nH]ncc1CN1CCN(Cc2ccccc2)C(CCO)C1 (configuration not stated)
2) O=C(C1CCN(Cc2cn[nH]c2-c2ccc(F)cc2F)CC1)N1CCOCC1
3) Nc1nc(NCc2c(F)cccc2Cl)nn1-c1ccccc1
4) Cn1c(=O)c2c(ncn2CC(=O)OCC(=O)NCc2ccc(Cl)cc2)n(C)c1=O
5) CCCS(=O)(=O)c1snnc1C
6) CCOc1ccc(-n2c(N)c(C(=O)N3CCN(C)CC3)sc2=S)cc1
assay / compound | 1 | 2 | 3 | 4 | 5 | 6
inhibitors of VEEV | 0.7% | 0.5% | 1.6% | 1.7% | 1.1% | 0.8%
M. tuberculosis | 2% | 0% | 2% | 9% | -8% | -6%
H37Rv inhibition | -5% | 3% | 0% | · | -1% | -8%
Salmonella PhoP GFP | 0% | -8% | -1% | 0% | 3% | 0%
H1N1 NS1A inhibition | -11% | 5% | -6% | 16% | -17% | -6%

7) CC(=O)Nc1ccc(NC(=O)CCc2c(C)noc2C)cc1
8) CC(=O)N1CCN(Cc2nc3cc(NC(=O)C4CCCCC4)ccc3n2C)CC1
9) CCOc1ccc(NC(=S)NC(=O)c2ccco2)cc1
10) O=C(CSCc1ccc(Cl)cc1)Nc1ccc2c(c1)OCCO2
11) O=C(Nc1ccc(Br)cn1)c1cccc(C(=O)Nc2ccc(Br)cn2)c1
12) COc1ccc(-n2c(-c3ccco3)nc3c(cnn3-c3ccc(C)cc3)c2=O)cc1
assay / compound | 7 | 8 | 9 | 10 | 11 | 12
inhibitors of VEEV | 1.8% | 0.7% | 0.3% | 4.0% | i | 8.5%
M. tuberculosis | · | 24% | ? | 73% | -5% | -2%
H37Rv inhibition | · | 4% | ? | 42% | 6% | 8%
Salmonella PhoP GFP | · | 3% | -12% | -6% | -14% | 12%
H1N1 NS1A inhibition | -7% | -3% | -21% | 1% | -9% | 3%

13) COc1ccccc1-c1nc(SCC(=O)N2CCC(C(N)=O)CC2)n[nH]1
14) O=c1cc(N2CCCC2)c2ccccc2o1
15) O=C(O)c1ccc[n+](Cc2ccc([N+](=O)[O-])cc2)c1
16) COc1ccc(NC(=O)C2CCCNC2=O)cc1 (configuration not stated)
17) Cc1cccc(C)c1NC(=O)c1ccccc1C(=O)O
18) CCc1cc(C(N)=O)c(NC(=O)c2ccc(OC)cc2)s1
assay / compound | 13 | 14 | 15 | 16 | 17 | 18
inhibitors of VEEV | 3.1% | 1.1% | 2.5% | 0.7% | 1.1% | 7.8%
M. tuberculosis | -2% | -13% | -27% | -1% | -15% | 43%
H37Rv inhibition | -6% | 0% | -3% | -5% | 6% | 10%
Salmonella PhoP GFP | · | -5% | -5% | 3% | -5% | 2%
H1N1 NS1A inhibition | 1% | -10% | · | -12% | -9% | 4%

19) COc1ccc(O)c(/C=N/NC(=O)c2ccc(CSc3nc(C)cc(C)n3)cc2)c1
20) COC(=O)c1cn(C(=O)c2ccco2)c2ccccc12
21) Cc1ccc(N2C(=O)CCSC23C(=O)Nc2ccccc23)cc1 (configuration not stated)
22) O=c1c(O)c(-c2ccc(O)cc2)oc2cc(O)cc(O)c12
23) CN(C)S(=O)(=O)c1ccc(C(=O)OCC(=O)NC(=O)NC2CCCC2)cc1
24) Cn1c(N/N=C/c2cc3ccccc3nc2Cl)nc2ccccc21
assay / compound | 19 | 20 | 21 | 22 | 23 | 24
inhibitors of VEEV | 14% | 1.5% | 1.5% | 5.2% | 0.3% | 4.4%
M. tuberculosis | 37% | -1% | 2% | -15% | -2% | 19%
H37Rv inhibition | 13% | -8% | 35% | 1% | -8% | 7%
Salmonella PhoP GFP | -3% | 34% | -2% | 1% | · | -15%
H1N1 NS1A inhibition | -5% | -2% | 7% | -24% | -1% | -3%

14 structures from above, ordered by molecular weight, lowest first.
14) O=c1cc(N2CCCC2)c2ccccc2o1
16) COc1ccc(NC(=O)C2CCCNC2=O)cc1 (configuration not stated)
15) O=C(O)c1ccc[n+](Cc2ccc([N+](=O)[O-])cc2)c1
20) COC(=O)c1cn(C(=O)c2ccco2)c2ccccc12
22) O=c1c(O)c(-c2ccc(O)cc2)oc2cc(O)cc(O)c12
18) CCc1cc(C(N)=O)c(NC(=O)c2ccc(OC)cc2)s1
21) Cc1ccc(N2C(=O)CCSC23C(=O)Nc2ccccc23)cc1 (configuration not stated)
24) Cn1c(N/N=C/c2cc3ccccc3nc2Cl)nc2ccccc21
assay / compound | 14 | 16 | 15 | 20 | 22 | 18 | 21 | 24
inhibitors of VEEV | 1.1% | 0.7% | 2.5% | 1.5% | 5.2% | 7.8% | 1.5% | 4.4%
M. tuberculosis | -13% | -1% | -27% | -1% | -15% | 43% | 2% | 19%
H37Rv inhibition | 0% | -5% | -3% | -8% | 1% | 10% | 35% | 7%
Salmonella PhoP GFP | -5% | 3% | -5% | 34% | 1% | 2% | -2% | -15%
H1N1 NS1A inhibition | -10% | -12% | · | -2% | -24% | 4% | 7% | -3%

10) O=C(CSCc1ccc(Cl)cc1)Nc1ccc2c(c1)OCCO2
13) COc1ccccc1-c1nc(SCC(=O)N2CCC(C(N)=O)CC2)n[nH]1
23) CN(C)S(=O)(=O)c1ccc(C(=O)OCC(=O)NC(=O)NC2CCCC2)cc1
8) CC(=O)N1CCN(Cc2nc3cc(NC(=O)C4CCCCC4)ccc3n2C)CC1
19) COc1ccc(O)c(/C=N/NC(=O)c2ccc(CSc3nc(C)cc(C)n3)cc2)c1
11) O=C(Nc1ccc(Br)cn1)c1cccc(C(=O)Nc2ccc(Br)cn2)c1
assay / compound | 10 | 13 | 23 | 8 | 19 | 11
inhibitors of VEEV | 4.0% | 3.1% | 0.3% | 0.7% | 14% | i
M. tuberculosis | 73% | -2% | -2% | 24% | 37% | -5%
H37Rv inhibition | 42% | -6% | -8% | 4% | 13% | 6%
Salmonella PhoP GFP | -6% | · | · | 3% | -3% | -14%
H1N1 NS1A inhibition | 1% | 1% | -1% | -3% | -5% | -9%

The list continues.
25) O=C(CSc1nnnn1-c1ccccc1)Nc1ccc(Cl)cc1
26) O=C(NCCc1ccccc1)C1CCCN(S(=O)(=O)c2cccc3nsnc23)C1 (configuration not stated)
27) O=C(CN(Cc1ccc(F)cc1)S(=O)(=O)c1ccccc1)N1CCCCC1
28) Cc1cccc(C(=O)OCC(=O)NC(=O)Cc2ccccc2)c1O
29) COc1ccc(Cl)cc1S(=O)(=O)N1CCN(C(=O)c2cc(OC)c(OC)c(OC)c2)CC1
30) CCCCN(CC)CCNC(=O)c1cc2c(C)nc3ccccc3c2o1
assay / compound | 25 | 26 | 27 | 28 | 29 | 30
inhibitors of VEEV | i | 0.6% | i | 0.7% | 6.0% | 0.3%
M. tuberculosis | 1% | 6% | -11% | 35% | · | 27%
H37Rv inhibition | -8% | -4% | 4% | -19% | · | 3%
Salmonella PhoP GFP | -9% | 2% | 1% | 1% | -6% | -1%
H1N1 NS1A inhibition | -19% | -4% | -11% | 1% | 3% | 9%

31) CCCCCOP(=O)(OCCCCC)C1(NS(=O)(=O)c2ccccc2)C=CC(=O)c2ccccc21 (configuration not stated)
32) CSCC[C@H](NC(=O)C1CCN(S(=O)(=O)c2ccc(C)cc2)CC1)C(=O)NCC1CCCO1 (some centres not stated)
33) CCCN(CCC)Cc1c(C(=O)N/N=C/C(C)=C\c2ccccc2)nnn1-c1nonc1N
34) Cc1ccc(C(=O)CCC(=O)N2CCC(C(N)=O)CC2)s1
35) COCCNC(=O)C(Cc1c[nH]c2ccccc12)NC(=O)OCc1ccccc1 (configuration not stated)
36) CCN(C(=O)CSc1nc2ccccc2c(=O)n1Cc1ccc(C)cc1)C1CCS(=O)(=O)C1 (configuration not stated)
assay / compound | 31 | 32 | 33 | 34 | 35 | 36
inhibitors of VEEV | 4.6% | i | 2.3% | 1.0% | i | 2.3%
M. tuberculosis | 50% | -9% | 10% | -4% | 7% | 16%
H37Rv inhibition | 3% | -8% | 0% | -10% | 3% | -4%
Salmonella PhoP GFP | -16% | -2% | -10% | · | -9% | 2%
H1N1 NS1A inhibition | 0% | -17% | 7% | -15% | 11% | -13%

37) O=C(N/N=C\c1cccc(OC(=O)c2ccco2)c1)c1ccc2c(c1)OCO2
38) COc1ccc(CNC(=O)c2cc(C(=O)C3CC3)c[nH]2)cc1
39) Cc1cc(OCC(=O)Nc2ccc(N3CCN(C(=O)c4ccco4)CC3)cc2)cc(C)c1Cl
40) O=C(NCc1ccc2c(c1)OCO2)c1cc2n(n1)C(C(F)(F)F)CC(c1ccc3c(c1)OCO3)N2 (configuration not stated)
41) O=C(c1cc(C2CC2)nn1-c1ccccc1)N1CCN(c2ncc(C(F)(F)F)cc2Cl)CC1
assay / compound | 37 | 38 | 39 | 40 | 41
inhibitors of VEEV | i | 1.4% | 3.5% | i | 3.2%
M. tuberculosis | 5% | 5% | 15% | 4% | 23%
H37Rv inhibition | -2% | -11% | 4% | 3% | 5%
Salmonella PhoP GFP | 10% | -8% | 10% | -3% | ·
H1N1 NS1A inhibition | 11% | -9% | 7% | -8% | -7%
